# Screens as filed in PubChem.
# SENP6 block: inhibitors of human SENP6 protease. inhibition, % at 10 µM. Q9GZR1. Recombinant SENP6 catalytic domain, aminoluciferin luminescence. 330,000 tested, 1.8% active;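 active means inhibition above about 50% at the single tested dose, limit read from the data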;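 further: plate controls were DMSO wells with enzyme for no effect and DMSO wells lacking enzyme for full effect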
# Target sequence (Q9GZR1 628-1112 limits assumed): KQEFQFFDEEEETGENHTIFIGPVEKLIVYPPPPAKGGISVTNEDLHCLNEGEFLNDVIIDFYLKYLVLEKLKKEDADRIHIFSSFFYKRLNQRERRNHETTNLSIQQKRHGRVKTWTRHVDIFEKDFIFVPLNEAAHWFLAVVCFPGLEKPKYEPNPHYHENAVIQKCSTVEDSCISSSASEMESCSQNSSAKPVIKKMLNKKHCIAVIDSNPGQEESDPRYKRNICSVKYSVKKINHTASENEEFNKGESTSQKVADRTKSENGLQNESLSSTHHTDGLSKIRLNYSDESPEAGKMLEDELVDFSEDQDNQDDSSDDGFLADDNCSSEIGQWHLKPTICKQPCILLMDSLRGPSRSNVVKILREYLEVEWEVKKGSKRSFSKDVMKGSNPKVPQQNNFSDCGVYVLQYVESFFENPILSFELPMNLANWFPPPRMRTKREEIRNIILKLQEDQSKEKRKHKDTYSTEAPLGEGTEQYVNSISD
# HKDC1 inhibitor: blocks human hexokinase HKDC1 activity; Q2TB90; recombinant HKDC1, G6PDH/diaphorase resazurin coupled fluorescence; inhibition, % at 20 µM; 340,000 tested, 0.16% active; AID 493160;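 active means inhibition above about 35% when tested at 20 µM, limit read from the data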;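 further: plate controls were DMSO wells with enzyme for no effect and DMSO wells lacking enzyme for full effect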
#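 Assay system – recombinant HKDC1 (HK5) hexokinase enzyme, produced in-house · Input – HKDC1 at 5 µg/mL · Reagent – glucose plus 1 mM ATP as hexokinase substrates · Timing – 90 min reaction incubation at room temperature, dark · Measured by – G6PDH/diaphorase-coupled fluorescence, 1 mM NADP, 100 µM resazurin, 525/613 nm · Benchmarks – DMSO-enzyme wells negative, buffer-substituted wells positive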
# PfGluPho inh: PfG6PD (Plasmodium falciparum) enzyme inhibition | PfGluPho enzyme, NADPH resazurin-diaphorase fluorescence | inhibition, % at 20 µM | 350,000 tested, 0.78% active | AID 504690;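 active means inhibition reaching at least a set limit at 20 µM in the primary screen, cut at about 59% in these data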;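 further: 0% = DMSO wells with substrate and 100% = DMSO wells lacking glucose-6-phosphate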
# SENP7 inh: inhibitors of human SENP7 protease; AID 434973; recombinant SENP7, Z-RLRGG-aminoluciferin luminescence, 40 min; 330,000 tested, 1.5% active; Q9BQF6; inhibition, % at 5 µM;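 active means inhibition above about 50% at the single test dose, limit read from the data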;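 further: plate controls were DMSO with enzyme for no effect and no enzyme buffer wells for full effect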
# Target sequence (Q9BQF6 706-1050 limits assumed): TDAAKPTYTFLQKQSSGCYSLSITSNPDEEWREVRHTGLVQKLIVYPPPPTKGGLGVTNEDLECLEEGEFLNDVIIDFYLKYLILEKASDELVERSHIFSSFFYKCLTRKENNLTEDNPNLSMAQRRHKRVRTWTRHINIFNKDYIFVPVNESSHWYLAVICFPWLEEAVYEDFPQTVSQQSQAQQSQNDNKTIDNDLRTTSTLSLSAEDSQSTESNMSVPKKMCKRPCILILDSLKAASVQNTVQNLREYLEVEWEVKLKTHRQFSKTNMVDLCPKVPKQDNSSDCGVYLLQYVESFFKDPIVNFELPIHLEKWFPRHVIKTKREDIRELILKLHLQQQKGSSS
# SENP1 inh: SENP1 (human) catalytic domain inhibition; Q9P0U3; recombinant SENP1 catalytic domain, CyPet-SUMO1-YPet FRET cleavage; inhibition, % at 10 µM; 360,000 tested, 0.21% active;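 active means inhibition at least 30% at 10 µM, raw YFP signal under a set limit, fluorescence ratio 0.5 to 1.5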;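 further: 0% = enzyme with DMSO and 100% = no enzyme wells; some results filed as inactive read as strong as hits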
#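 Test system: human SENP1 catalytic domain; medium: Tris pH 8 buffer plus EDTA, NaCl, BME, BSA, NP40, catalase; incubation: 50 min reaction at room temperature; technique: FRET, CFP and YFP emission; controls: no-enzyme low control and enzyme-plus-DMSO high control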
# SENP8 block-1: blocks the human protease SENP8. AID 2540. purified SENP8, Z-RLRGG-aminoluciferin cleavage, luminescence. 330,000 tested, 1.2% active. Q96LD8. inhibition, % at 10 µM; in the data active means inhibition above about 50%
# Target sequence (Q96LD8 whole entry, looked up): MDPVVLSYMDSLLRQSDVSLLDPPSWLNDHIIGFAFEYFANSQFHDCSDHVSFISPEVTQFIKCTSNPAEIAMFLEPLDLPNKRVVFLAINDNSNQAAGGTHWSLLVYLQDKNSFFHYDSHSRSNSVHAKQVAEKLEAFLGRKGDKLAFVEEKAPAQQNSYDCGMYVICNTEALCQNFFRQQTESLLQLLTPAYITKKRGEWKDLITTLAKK
# SENP8 block-2: blocks human SENP8 cleavage of Nedd8 substrate; 360,000 tested, 0.64% active; recombinant SENP8, Nedd8 substrate fluorescence; Q96LD8; inhibition, % at 20 µM; AID 602440; in the data active means inhibition mostly above about 40%, no sharp cut-off; inactive means mostly below about 27%
# Apaf-1 inh: blocks human Apaf-1 apoptosome activity | O14727 | reconstituted apoptosome caspase-3 activity, DEVD-Rh110 fluorescence | inhibition, % at 20 µM | 330,000 tested, 0.71% active | AID 489030; active means inhibition of at least 40% at 20 µM;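 further: plate controls were DMSO wells for no effect and DEVD-CHO caspase inhibitor wells for full effect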
#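 Material: reconstituted apoptosome with Apaf-1, cytochrome c, caspase-9, procaspase-3, dATP; medium: pH 7.5 Hepes buffer with CHAPS, BSA, DTT; also added: cytochrome c and DEVD-Rh110 substrate; timing: 30 min plus 50 min, RT; signal: Rh110 fluorescence intensity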
# * hit, by the source's call; i = inactive; . = no result given.
Structure,SENP6 block,HKDC1 inhibitor,PfGluPho inh,SENP7 inh,SENP1 inh,SENP8 block-1,SENP8 block-2,Apaf-1 inh
Cc1ccc(CN2CC(C(=O)OCc3ccccc3Cl)CC2=O)cc1 (configuration not stated),-9,-3,6,-3,1,-4,16,19
COCC1CCN(C(=O)C2CCC(=O)N(CCc3cccc(F)c3)C2)CC1 (configuration not stated),-2,-5,-5,4,1,-2,-1,10
COc1cccc(NC(=O)c2cc(-c3ccc(OC)cc3OC)nc3ccccc23)c1,-20,3,20,-5,-1,-10,-418,-18
Cc1ccc(C(C#N)c2ccc3c(C(F)(F)F)cc(C(F)(F)F)nc3n2)cc1 (configuration not stated),-22,3,-8,-3,-6,6,43*,-3
CC(C)=CCCC(C)CN1CCC(N2CCC(C(=O)NC(C)C)CC2)CC1 (configuration not stated),7,-8,-11,-5,-14,1,11,-20
CCCCC(=O)OCC(=O)c1[nH]c(C)c(C(C)=O)c1C,-2,1,-10,-5,-1,-1,4,-13
CC(C)CC(=O)Nc1ccc(C(=O)NNC(=O)C(c2ccccc2)c2ccccc2)cc1,-20,8,-18,-11,1,-4,0,2
OCC[C@H]1C[C@H](O)[C@@H](O)[C@@]2(CCCO2)O1,-18,-5,-10,-14,-1,-13,15,4
CC1C=CCC2C(=O)N(c3cccc(C(=O)NCCc4ccccc4)c3)C(=O)C12 (configuration not stated),19,-7,-8,2,1,5,8,2
Cc1ccc(CN2CCN(Cc3cnc(C)s3)CC2CCO)cc1 (configuration not stated),0,-9,-3,-8,-2,-14,-1,-6
CCOc1ccc(-c2c(C(=O)N/N=C/c3sccc3C)nnn2-c2nonc2N)cc1,9,-3,9,1,2,-3,-27,7
S=C1NCCOCCOCCOCCOCCNC(=S)N2CCOCCOCCN1CCOCC2,-38,-7,-3,-4,3,0,5,4
CCc1cccc(C)c1N(C(=O)Cn1c(=O)[nH]c2ccccc21)C(C)COC (configuration not stated),-6,-8,-16,3,2,-5,11,10
COc1ccc(N=N/C(=C\O)C(=O)c2cccs2)cc1,-13,1,26,1,20,1,35,11
O=C1NC(Cc2ccc(O)cc2)c2nc3cc(F)ccc3c(=O)n2-c2cc(Cl)ccc21 (configuration not stated),-11,.,.,-9,.,-2,.,10
CC(=O)C1=C(O)C(=O)N(c2ccccn2)C1c1ccc(C)cc1 (configuration not stated),11,1,-20,10,-5,3,-83,6
COc1nc(-c2ccccc2)nc(-c2ccccc2)c1C,-13,2,0,-5,0,-5,16,7
COc1cc2c(cc1OC)C(C(=O)O)C(c1ccc(C)o1)N(C)C2=O (configuration not stated),0,-2,5,1,-7,1,-272,-3
CC(C)(C)c1ccc(C(CC(=O)O)NC(=O)CSc2ccccc2)cc1 (configuration not stated),14,4,-9,5,1,-5,-2,20
Cc1ccc2sc(C)cc(=O)c2c1,.,2,-1,.,-8,.,-47,.
CCOC(=O)c1ccc(Oc2nc(NC(C)(C)C)nc(N(C)C)n2)cc1,-15,7,15,-10,2,-8,25,13
O=C(CN1C(=O)NC2(CCc3ccccc32)C1=O)NCC(=O)Nc1ccc(F)cc1 (configuration not stated),-10,-2,1,5,-3,-4,10,-9
Cc1c(/C=C(\CC(=O)O)c2nc3ccccc3s2)cc(C#N)n1C,-4,-7,-12,-12,-11,-3,-399,16
COc1ccc(CN2CCCCC2C)cc1C (configuration not stated),8,-3,-21,1,3,7,19,-7
COc1ccc(CNS(=O)(=O)c2cc(-c3cc(C)no3)ccc2C)cc1OC,-20,-4,-4,9,2,-8,7,8
COc1cc(NC(=O)C2CCN(S(=O)(=O)c3cccc4nonc34)CC2)cc(OC)c1,-19,-1,15,-3,3,-4,10,7
O=C(/C=C/Nc1cccc(C(F)(F)F)c1)C(F)(F)F,6,6,6,2,-10,2,1,2
Cc1c(NC(=O)CNCc2ccc3c(c2)OCO3)c(=O)n(-c2ccccc2)n1C,5,-2,-8,-7,2,-8,19,-12
CCCc1cc(=O)n2nc(N3CCC(C(=O)NCc4ccc(C)o4)CC3)sc2n1,-13,-6,8,0,0,-3,12,6
NC(=O)c1cc([N+](=O)[O-])c(Cl)cc1NCc1ccccn1,-5,0,15,4,1,-8,4,4
CC(Oc1ccc(Cl)cc1)C(=O)N(C)CC(=O)Nc1ccc(N2CCOCC2)cc1 (configuration not stated),-10,-11,23,1,0,-5,6,-1
CCOc1cc(C(=O)Nc2ccccc2N2CCOCC2)ccc1OCC(=O)N1CCCCC1,8,-6,-11,5,3,0,4,3
O=C1CCC(=O)N1c1nc2nc(-c3ccccc3)cc(-c3ccccc3)n2n1,8,3,-2,-3,0,7,i,2
S=C(NCc1ccccc1)N1CCCCC1,3,-10,-6,1,1,-2,17,-7
CC(Sc1nc2c(N)ncnc2n1CCOc1ccccc1)C(=O)O (configuration not stated),-26,-5,0,-2,-2,-10,-7,4
CN(C)c1nc(N)nc(Nc2ccccc2C#N)n1,-2,-3,-6,-5,2,5,5,-5
O=[N+]([O-])c1ccc(NC(=S)N2CCc3ccccc32)cc1,25,3,16,8,0,-10,8,6
O=C(O/N=C1\CCCc2ccccc21)c1cccc(Cl)c1,83*,-5,1,82*,3,46,5,15
O=C(Nc1nnc(C2CC2)s1)c1cccnc1Oc1ccc(Cl)cc1,-4,0,-9,-12,-1,-6,7,9
COc1ccc(CCNC(=S)Nc2ccc(OC)cc2)cc1,-14,-8,14,-8,2,-11,14,-3
CCOc1ccc(NC(=O)CSc2nc3ccccc3nc2N2CC(C)OC(C)C2)cc1 (configuration not stated),-12,-4,-12,-14,-2,-9,-97,22
OCC1(Cc2cccc(Cl)c2)CCCN(Cc2cnn(-c3ccccc3)c2)C1 (configuration not stated),-5,2,10,5,-3,-4,18,-18
CCOC(=O)C(=NCCCN(C)C)NNc1cc(C(F)(F)F)ccc1Cl,2,-10,-8,5,-6,1,6,10
Cc1nnc(N2C(=O)c3cccc4c([N+](=O)[O-])ccc(c34)C2=O)s1,15,9,44,1,-24,-3,i,1
COc1ccc(S(=O)(=O)/N=C2\C=C(NS(=O)(=O)c3ccccc3)C(=O)c3ccccc32)cc1,28,33,23,9,1,17,70*,79*
CCOC(=O)C1=C(NC#N)OC(C)=C(C)C1c1ccc(O)cc1 (configuration not stated),5,0,6,1,-6,-1,i,9
COC(=O)c1cc(S(=O)(=O)NCC2CCN(Cc3ccc(C)cc3)CC2)cn1C,-20,-6,-14,-10,-1,-12,22,5
COc1cc(OC)c(NC(=S)Nc2cccc(C)c2)cc1Cl,1,-1,3,6,2,1,14,7
CN1CCN(NC(=O)c2cc(Br)ccc2Cl)CC1,-17,-12,3,-7,4,-8,8,-4
O=C(Nc1ccccc1N1CCOCC1)c1cccc(S(=O)(=O)N2CCOCC2)c1,-9,-2,4,-3,-1,-16,8,9
CCC/C(O)=C1\C(=O)CC(C)(C)CC1=Nc1ccccc1O,-11,-5,18,-2,-2,-6,16,4
O=C(COC(=O)Cn1cnc2ccccc2c1=O)NCC12CC3CC(CC(C3)C1)C2,8,-6,7,-9,-3,-4,-15,9
CCC(CO)Oc1cc(NCc2cccc(F)c2)c2ncn(C(C)C)c2c1 (configuration not stated),-18,7,24,-7,-32,-13,19,34
COc1ccc(C(C)=O)cc1COC(=O)C(CO)NS(=O)(=O)c1ccc(Br)cc1 (configuration not stated),4,-2,11,2,0,3,3,-10
c1ccc2c(c1)NC1(CCCC1)n1c-2nc2ccccc21,8,-4,11,-6,-1,-5,-286,-8
CC(OC(=O)CCCN=C1NS(=O)(=O)c2ccccc21)C(=O)c1ccccc1 (configuration not stated),-9,-7,3,-15,-1,0,18,10
CC(C)CC(=O)NS(=O)(=O)c1ccc(NS(C)(=O)=O)cc1,-8,-1,-4,-6,1,-13,3,3
Cn1cc(-c2nnnn2-c2cccc(C(F)(F)F)c2)c(C(F)(F)F)n1,8,-2,-8,3,2,0,10,23
CSCCC(NC(=O)c1ccco1)C(=O)NCC1CCCO1 (configuration not stated),-1,0,-3,-7,-2,-6,18,-1
Clc1ccccc1C1SCC2Nc3ccccc3CN21 (configuration not stated),5,-4,19,12,-3,6,11,11

# Ordered by formula weight (ascending): some entries from above.
Structure,SENP6 block,HKDC1 inhibitor,PfGluPho inh,SENP7 inh,SENP1 inh,SENP8 block-1,SENP8 block-2,Apaf-1 inh
CCC/C(O)=C1\C(=O)CC(C)(C)CC1=Nc1ccccc1O,-11,-5,18,-2,-2,-6,16,4
CC(OC(=O)CCCN=C1NS(=O)(=O)c2ccccc21)C(=O)c1ccccc1 (configuration not stated),-9,-7,3,-15,-1,0,18,10
COC(=O)c1cc(S(=O)(=O)NCC2CCN(Cc3ccc(C)cc3)CC2)cn1C,-20,-6,-14,-10,-1,-12,22,5

# Other results
Structure,SENP6 block,HKDC1 inhibitor,PfGluPho inh,SENP7 inh,SENP1 inh,SENP8 block-1,SENP8 block-2,Apaf-1 inh
COC(=O)c1cccc(-c2ccc(/C=N/N3C(=O)C4C5C=CC(C6CC56)C4C3=O)o2)c1 (configuration not stated),-6,-7,1,-2,3,0,-34,16
O=C(CSc1nnc2ccccn12)NNC(=O)c1ccc(F)cc1,16,-6,10,10,-1,2,-3,-2
CCCc1cc(=O)[nH]c(SCC(=O)Nc2ncc(S(=O)(=O)c3ccc([N+](=O)[O-])cc3)s2)n1,-7,6,-38,-2,0,0,47*,1
Cc1cc(NC(=O)c2ccc([N+](=O)[O-])cc2Cl)ccc1NC(=O)c1ccco1,-3,-8,5,-2,2,-11,9,-1
CCCOc1ccc(CC(=O)NCC2(c3ccccc3)CCOCC2)cc1OC,3,5,-11,-8,1,2,16,3
CCOC(=O)C1=C(C)Nc2ncnn2C1c1cccnc1 (configuration not stated),1,-2,-8,-1,1,-1,21,1
COCCNC(=O)C(=O)c1cc(C)n(-c2ccc([N+](=O)[O-])cc2)c1C,-4,-12,0,3,1,0,16,-17
COc1cccc(OC)c1C(=O)Nc1ccc([N+](=O)[O-])cn1,3,-10,-2,-4,2,0,16,-1
CCOC(=O)N1CCN(C(=O)c2cccc(-n3c(=S)[nH]c4cc(Cl)ccc4c3=O)c2)CC1,-6,-10,-9,-1,-1,2,11,9
O=C(CCC1CCCC1)N=C1SC2CS(=O)(=O)CC2N1Cc1ccccc1 (configuration not stated),-8,-2,1,2,0,1,9,9
COc1ccc(N(CC(=O)N/N=C/c2cc(OC)ccc2OC)S(=O)(=O)c2ccccc2)cc1,-16,3,36,-8,1,-7,-311,25
O=C(CSc1ncnc2nc[nH]c12)c1ccc2ccccc2c1,1,11,-5,7,-2,0,19,7
O=C(c1ccccc1)c1nn(-c2ccccc2)c2nnc(Cc3ccccc3)c(=O)n12,-14,0,-2,-12,5,-7,19,4
CCN1CCN(c2ccc(S(=O)(=O)N3CCCCC3)cc2NC(=O)CC(C)c2ccccc2)CC1 (configuration not stated),-6,0,0,3,0,9,0,25
